Screening results: PubChem, National Center for Advancing Translational Sciences (NCATS)
Anesthetic bind: qHTS Assay for Identification of Novel General Anesthetics; apoferritin/1-aminoanthracene competitive binding, fluorescence; Potency, µM (doses to about 77.5 µM), without a hit: at the top dose activity change, negative = displacement, actives largely listed as inhibitors; 350,000 tested, 0.074% active; AID 485281, 2010; further: potency means the concentration at half of the fitted maximal effect; on the % scale 0 is the no-effect control and ±100 the full control effect; nearly all actives have a fitted effect of over 20% in size
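Steps: apoferritin (10 uM) was premixed with half-saturated 1-AMA in PBS, compounds were pin-transferred, plates stood 10 min at room temperature, fluorescence was read at 380/535 nm, and curves were fitted with a Hill equation.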
BLM inh: qHTS Assay for Inhibitors of Bloom's syndrome helicase (BLM); recombinant BLM DNA unwinding, fluorescence dequenching; Potency, µM (top dose mostly 56.1 µM), for the others: at the top dose activity change, negative = inhibition, hits mostly inhibitors; 350,000 tested, 0.2% active; AID 2528, 2010;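 further: potency means the concentration at half of the fitted maximal effect; plate controls were vehicle for no effect and no enzyme for full effect; nearly all actives have a fitted effect of over 35% in size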
TRHR ag: qHTS for Small Molecule Agonists and Allosteric Enhancers of Human TRH Receptor: Primary Screen for Agonists; TRHR cells, calcium flux fluo-8, FDSS agonist mode; 360,000 tested, 0.18% active; activation, % at 2 µM; Thyrotropin-releasing hormone receptor (Homo sapiens), P34981; in the data active means activation above about 30%; further: 0% is about no effect
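TRHR-expressing cells, plated overnight in medium with 10% serum, were loaded with fluo-8 calcium dye at room temperature. After a 10 s baseline, library compound was pin-added and calcium release was recorded kinetically (ex 480/em 530) as agonist response.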
POLK inh: qHTS for Inhibitors of Polymerase Kappa. DNA polymerase kappa (Homo sapiens), Q9UBT6. purified Pol kappa, fluorescent DNA synthesis assay, 10 min. Potency, µM (top dose mostly 107 µM), for the others: at the top dose activity, negative = inhibition, most hits filed as inhibitors. 400,000 tested, 0.53% active; further: potency means the concentration at half of the fitted maximal effect; on the % scale 0 is the no-effect control and ±100 the full control effect
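Kinetic fluorescence screen: compound preincubated 15 min RT with 10 nM enzyme; 50 nM substrate (final) initiates; reads at 0/10 min.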
ERG Ets-DNA blk: qHTS for Small Molecule Inhibitors of the ERG Ets/DNA interaction | fluorescence polarization, His-ERG Ets domain / labelled DNA | 370,000 tested, 0.028% active | Potency, µM (series often up to 76.9 µM), inactives show top-dose FP activity, negative = inhibition, usual class: inhibitors | AID 624246, 2012; active means well fitted inhibition curve with a large enough effect in the polarisation, with a control signal flat; inconclusive means small, poorly fitted or top-dose-only effect, or effect the other way, or a change in a side signal; inactive means no such curve, though single readings can be large or run the other way; the % refers to the polarisation;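 further: polarization taken with two DNA probes labelled with fluorescein and Texas red; potency means the concentration at half of the fitted maximal effect; % of control where 0% means no effect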
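His-tagged ERG Ets domain (1 uM in the protein solution; 300mM KCl, 50mM Tris-HCl, 1mM EDTA, 1mM DTT, pH 7.5) received compound, then a probe mix of 5 nM fluorescein-DNA and 100nM Texas-615-DNA. Fluorescence polarization was read for both dyes.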
Pol iota inh: qHTS for Inhibitors of Polymerase Iota; DNA polymerase iota (Homo sapiens), Q9UNA4; Pol iota fluorescent replication assay, 10 min; Potency, µM (titrated, usually from 115 µM), for the others: at the highest dose activity, negative = inhibition, usual class: inhibitors; 390,000 tested, 1% active; AID 588590, 2011; further: potency means the concentration at half of the fitted maximal effect
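Pol iota at 10 nM preincubated 15 min with compounds at room temperature; reaction started with fluorescent substrate, 50 nM final. Fluorescence read kinetically at 0 and 10 min; buffer-only wells as negative control.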
POLB inh: qHTS Assay for Inhibitors of DNA Polymerase Beta | P06746 | Pol beta primer extension/strand displacement, fluorescence kinetic | Potency, µM (titrated, usually from 114 µM), inactives show at the highest dose activity change, negative = inhibition, usual class: inhibitors | 340,000 tested, 1.3% active; further: potency means the concentration at half of the fitted maximal effect; on the % scale 0 is the no-effect control and ±100 the full control effect
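Preincubation: enzyme (10 nM) with compound, 15 min, RT. Reaction: substrate added to 50 nM final. Reads: 0 and 10 min. Analysis: normalized, Hill fit.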
APE1 inh: qHTS Assay for Inhibitors of the Human Apurinic/apyrimidinic Endonuclease 1 (APE1); recombinant APE1, TAMRA/BHQ-2 abasic DNA cleavage fluorescence; Potency, µM (titrated, usually from 65.8 µM), for inactives: top-dose activity change, negative = inhibition, usual class: inhibitors; 350,000 tested, 0.35% active; AID 2517, 2012;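 further: potency means the concentration at half of the fitted maximal effect; plate controls were vehicle for no effect and reference inhibitor for full effect; nearly all actives have a fitted effect of over 55% in size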
Target sequence (P27695 whole entry, looked up): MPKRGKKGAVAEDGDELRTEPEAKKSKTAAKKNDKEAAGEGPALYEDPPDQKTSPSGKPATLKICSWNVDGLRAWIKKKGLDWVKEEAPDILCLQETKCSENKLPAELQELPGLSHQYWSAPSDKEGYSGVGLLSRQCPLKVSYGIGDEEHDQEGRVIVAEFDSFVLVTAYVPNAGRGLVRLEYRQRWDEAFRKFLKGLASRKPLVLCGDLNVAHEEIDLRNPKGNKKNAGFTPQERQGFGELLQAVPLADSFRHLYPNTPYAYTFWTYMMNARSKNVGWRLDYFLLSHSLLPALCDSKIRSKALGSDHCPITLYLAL
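APE1 at 0.75 nM preincubated 15 min at room temperature with compound. Reaction then started with 50 nM double-stranded THF-abasic substrate labelled with TAMRA/BHQ-2, and 525/598 nm fluorescence read kinetically. Activity taken as third-minus-first read difference, normalized to DMSO and NSC13755 controls.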
ALOX12 inh: Primary qHTS assay for inhibitors of human arachidonate 12S-lipoxygenase (ALOX12): Round 2 | Polyunsaturated fatty acid lipoxygenase ALOX12 (Homo sapiens), P18054 | purified 12hLO, xylenol orange hydroperoxide absorbance | Potency, µM (highest dose often 108 µM), without a hit: top-dose activity change, negative = inhibition, usual class: inhibitors | 580,000 tested, 1.1% active | AID 1671190, 2021; further: potency means the concentration at half of the fitted maximal effect; on the % scale 0 is the no-effect control and ±100 the full control effect
Target sequence (P18054 whole entry, looked up): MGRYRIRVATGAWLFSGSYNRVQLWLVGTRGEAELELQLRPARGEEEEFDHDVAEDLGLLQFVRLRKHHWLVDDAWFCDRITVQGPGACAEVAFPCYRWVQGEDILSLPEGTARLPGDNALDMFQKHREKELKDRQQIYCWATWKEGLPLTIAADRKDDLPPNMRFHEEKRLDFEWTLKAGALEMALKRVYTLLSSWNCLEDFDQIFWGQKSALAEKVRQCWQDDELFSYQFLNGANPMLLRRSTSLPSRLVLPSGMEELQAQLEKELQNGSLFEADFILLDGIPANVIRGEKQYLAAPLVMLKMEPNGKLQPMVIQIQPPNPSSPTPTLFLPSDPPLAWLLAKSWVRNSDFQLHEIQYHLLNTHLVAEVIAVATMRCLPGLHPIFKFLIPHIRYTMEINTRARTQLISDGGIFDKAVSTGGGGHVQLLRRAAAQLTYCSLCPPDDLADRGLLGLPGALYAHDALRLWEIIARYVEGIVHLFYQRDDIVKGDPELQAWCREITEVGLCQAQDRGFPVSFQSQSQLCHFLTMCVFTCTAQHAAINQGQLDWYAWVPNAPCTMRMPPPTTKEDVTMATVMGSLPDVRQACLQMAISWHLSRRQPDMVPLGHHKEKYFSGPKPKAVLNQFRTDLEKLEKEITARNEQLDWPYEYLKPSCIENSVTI
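Purified human 12hLO (150 nM final) in 25 mM Hepes, 0.01% Triton X-100, pH 7.0 was preincubated 15 min at room temperature with compound. Then 40 uM arachidonic acid was added, 30 min. Hydroperoxide was read by Fe-XO absorbance ratio 573/405 nm.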
* = called active by the depositor; ? = inconclusive; · = no result given; [ ] = dose if it differs, or a comment. Unless noted, the call rests on the fitted dose curve; in most records, active means well fitted curve in the direction sought with a large enough effect; inconclusive means small, poorly fitted or top-dose-only effect, or another doubt; inactive means no such curve, though single readings can be large; an effect the other way counts as inactive or inconclusive. Only part of the results is shown (hit frequency here may not be typical).

SMILES	Anesthetic bind	BLM inh	TRHR ag	POLK inh	ERG Ets-DNA blk	Pol iota inh	POLB inh	APE1 inh	ALOX12 inh
Cc1cccc(NC(=O)CC(C)S(=O)(=O)c2ccc3c(c2)NC(=O)CO3)c1C (centres undefined)	-9%	-1%	-1.4	3%	-3%	78%[activator]	-14%	-14%	-8%
Cc1ccc2nc(Cl)c(C3CC(c4cccs4)=NN3S(C)(=O)=O)cc2c1 (centres undefined)	1%	-5%	1.9	-3%	-6%	9%	22%	19%	-20%
CN1C(=O)C2(c3ccccc31)N(c1ccccc1)C(=O)CS2(=O)=O (centres undefined)	1%	1%	0.3	4%	-1%	7%	32%	·	7%
CCN(CC)c1nc2ccccc2nc1C(=O)Nc1ccc(C(C)=O)cc1	-4%	-4%	0.0	-6%[60.1 µM]	-2%	-11%	16%	·	?
COC(=O)C1C(=O)NCC1c1ccccc1 (centres undefined)	-3%	1%	0.2	-10%	-3%	6%	1%	5%	?
O=S(=O)(c1ccc(F)cc1)N1CCN=C1SCc1cccnc1	-10%	-1%	-0.4	-4%	-13%	23%	24%	-4%	3%
O=c1cc(-c2ccccc2)n2c(SCc3ccc(Cl)cc3)nnc2[nH]1	13%	-10%	0.4	-9%[60.1 µM]	6%	6%	34%[activator]	·	2%
CCOC(=O)Nc1ccc(S(=O)(=O)Nn2cnnc2)cc1	-8%	2%	-2.3	-5%	·	-17%	12%	-11%	-9%
O=C(NC(=O)N1CCN(c2ccc(F)cc2)CC1)c1ccccc1	-20%	1%	-3.7	-2%	-6%	8%[58.9 µM]	-2%	4%	-4%
COc1cc(S(=O)(=O)N(C)C)ccc1Br	?	1%	-0.9	-3%	9%	7%[58.9 µM]	35%	4%	14%
Cc1oc2ncn(CC(C)C)c(=O)c2c1C(=O)NCCCN(C)Cc1ccccc1	?	-4%	-1.1	2%	3%	11%	18%	·	0%
CC1CN(C(=S)SCC(=O)c2ccc(Cl)cc2)CC(C)O1 (centres undefined)	-10%	-1%	-0.1	-10%	-1%	-19%	1%	1%	?
CC(=O)OCC1OC(n2c3c(cc(C#N)c2=S)CCCC3)C(OC(C)=O)C(OC(C)=O)C1OC(C)=O (centres undefined)	·	·	·	-6%	9%	38%[activator]	·	·	-2%
CC(=O)c1ccc(-n2nncc2-c2ccc([N+](=O)[O-])cc2)cc1	-9%	-2%	-0.2	-18%	4%	128%[activator]	19%	-3%	0%
CCOc1cc(C=NN=C2c3ccccc3-c3ccccc32)ccc1O	·	·	·	-15%	-2%	-10%	·	·	?
C=CCC[C@H](Cc1ccc(F)cc1)C(=O)OC[C@@H](C)NC(=O)[C@H](CC=C)CC(=O)NCCO	·	·	·	-26%	-9%	28%	·	-7%	-8%
Cc1ccccc1-n1nnnc1SCC(=O)NCC1CCCO1 (centres undefined)	0%	1%	-1.9	-15%	-5%	140%[activator]	15%	0%	0%
O=C1CSC(c2nn(-c3ccccc3)cc2-c2cc3ccccc3oc2=O)N1Cc1ccco1 (centres undefined)	43%[activator]	-8%	0.1	-10%	·	-23%	30%	-7%	15%
COC(=O)c1ccccc1NC(=O)N(Cc1ccc(C)cc1)Cc1cccn1-c1nnc(N2CCCC2=O)s1	-7%	-3%	-0.2	7%	6%	8%	39%	·	-20%
O=C(Nc1ccccc1Br)C(Cc1ccccc1)NS(=O)(=O)c1cccc2nsnc12 (centres undefined)	-17%	-4%	-0.2	-5%	1%	33%[activator]	16%	·	-10%
CC(C)c1c(C(=O)N/N=C/c2ccc(OCc3ccc(F)cc3)cc2)nnn1-c1nonc1N	-8%	-2%	1.1	-7%	6%	12%	-3%	-16%	-7%
O=C(Nc1ccc(Cl)c([N+](=O)[O-])c1)ONC1=NCCCCC1	-22%	0%	0.4	-5%	5%	113%[activator]	0%	-4%	2%
COC1C(O)C(CO)OC1n1cnc2c(=O)[nH]c(N)nc21 (centres undefined)	6%	0%	·	0%[60.1 µM]	·	·	·	2%	13%
CN(CCCC(=O)NCc1ccco1)S(=O)(=O)c1ccccc1	-9%	-3%	0.1	-4%	-1%	22%	0%	-1%	-15%
C=CCc1cc(Cl)ccc1OCCN1CC(C)OC(C)C1 (centres undefined)	-13%	-3%	-1.9	-6%	-9%	69%[activator]	23%	4%	-21%
(listing goes on)
SMILES	Anesthetic bind	BLM inh	TRHR ag	POLK inh	ERG Ets-DNA blk	Pol iota inh	POLB inh	APE1 inh	ALOX12 inh
CC(=O)Nc1ccc(NS(=O)(=O)c2ccc(C)cc2)c([N+](=O)[O-])c1	-8%	-1%	0.6	-11%	-4%	11%	14%	8%	-1%
COc1c(Cl)cc(Cl)cc1/C=C/C(=O)c1ccc(NC(=O)c2cccs2)cc1	0%	-10%	0.3	-7%	-9%	-29%	36%	-3%	-4%
CN1CCN(c2ccc(NC(=O)c3ccc4c(c3)OCCO4)cc2)CC1	-17%	1%	0.0	-9%	15%	12%	-1%	-1%	-8%
CC(=O)Nc1ccc(NC(=O)C(C)Sc2nnc(-c3cccs3)o2)cc1 (centres undefined)	-2%	-4%	0.0	-10%	-10%	23%	34%[activator]	1%	16%
CCc1ccc(CNC(=O)C2CC(=O)N(CCc3ccc(C)cc3)C2)cc1 (centres undefined)	-14%	-1%	0.2	-12%	2%	-12%[58.9 µM]	1%	3%	-4%
COc1ccc(C)cc1N(C(=O)c1ccc(F)cc1)c1nc2ccccc2s1	-6%	-9%	2.5	-2%	13%	6%	1%	18%	0%
CCN(CC)C(=O)CSc1nnc(-c2ccccc2)n1N	-9%	-1%	1.6	-2%	0%	13%	20%	14%	6%
CC1CC(C)CN(C(=O)Cn2cc(C=O)c3ccccc32)C1 (centres undefined)	-11%	0%	0.6	0%	0%	-9%	6%	0%	-13%
CCOc1cc(C(=S)N2CCCCC2)ccc1OCC(=O)NCc1ccccc1	?	-3%	-2.3	-1%	3%	17%	8%	3%	0%
CCOC(=O)C1CCCN(C(=O)c2ccc(S(=O)(=O)N3CCCC3)cc2)C1 (centres undefined)	·	·	-1.3	-5%	12%	19%	·	-12%	-6%
CN(C)CCCNc1oc(-c2ccc(Cl)cc2)nc1C#N	5%	2%	-0.7	-11%	-11%	5%	7%	-5%	?
CC1(C)Cc2c(sc(NC(=O)c3ccco3)c2C(=O)O)CO1	-5%	-3%	-1.0	-16%	-9%	-14%	-1%	1%	13%
O=C1CC(c2ccccc2)Oc2cc(O)cc(O)c21 (centres undefined)	-16%	-5%	-0.2	2%	-5%	9%	17%	?	?
Cc1ccc(C2CC(=O)c3cnn(-c4nc(C)cc(C)n4)c3C2)cc1 (centres undefined)	-17%	3%	-0.1	-7%	-3%	57%[activator]	5%	3%	-15%
O=C(O)C1CC=CCC1C(=O)NC12CC3CC(CC(C3)C1)C2 (centres undefined)	1%	-3%	-0.2	-7%	-5%	13%	3%	-3%	46%[activator]
COc1ccc(NC(=O)c2ccccc2NC(=O)c2ccco2)c(OC)c1	-18%	-4%	-0.3	-25%	-6%	4%	1%	10%	-2%
Cc1ccc(-n2ncc3c(NCc4ccco4)ncnc32)cc1C	?	-9%	1.5	-1%	-3%	62%[activator]	-15%	4%	-17%
O=C(NCc1ccco1)/C(=C/c1ccc(Cl)cc1)NC(=O)c1ccco1	-18%	-3%	0.8	-16%	0%	52%[activator]	0%	20%	-5%
CCOc1ccc(C(=O)NC(=S)Nc2ccc(NC(=O)c3ccco3)cc2)cc1[N+](=O)[O-]	9%	-8%	-1.2	-8%	-8%	12%	1%	5%	-6%
O=C(Cn1nc(C(=O)O)c2ccccc2c1=O)Nc1cc(S(=O)(=O)N2CCOCC2)ccc1Cl	·	·	·	9%	3%	?	·	14%	?
O=C(Cc1ccccc1Cl)N/N=C/c1cccnc1	-4%	1%	-0.6	-17%	2%	-11%	4%	1%	4%
CC(C)c1ccc(NC(=O)C2CCN(S(=O)(=O)c3cccc4nsnc34)CC2)cc1	-7%	-5%	-0.2	-12%	1%	?	3%	·	-19%
Cc1ccc(S(=O)(=O)CCNC(=O)Cc2ccc(Cl)cc2)cc1	-2%	-2%	-2.2	-7%	-4%	102%[activator]	0%	5%	?
CN1C(=O)c2cccc(N(C)C)c2C1=O	-20%	1%	0.4	-6%	-4%	-6%	-5%	24%	5%
CCOC(=O)c1cccc(NC(=O)CSc2nc3cc4ccccc4cc3[nH]2)c1	-12%	-5%	0.1	-12%	2%	3%	-22%	·	-13%
COc1cccc(-c2ccc(NC(=O)C3CCCN(CCCn4nc(C)cc4C)C3)cc2)c1 (centres undefined)	2%	2%	0.1	-16%	4%	13%	18%	-9%	-4%
O=C(O)CSc1ncnc2scc(-c3ccc(Br)cc3)c12	-15%	-3%	1.6	-16%	-1%	38%[activator]	-29%	-1%	11%

One compound at a time, from the list above. Order of screens: Anesthetic bind, BLM inh, TRHR ag, POLK inh, ERG Ets-DNA blk, Pol iota inh, POLB inh, APE1 inh, ALOX12 inh
`Cc1ccc(S(=O)(=O)CCNC(=O)Cc2ccc(Cl)cc2)cc1` across the screens: -2%, -2%, -2.2, -7%, -4%, 102%[activator], 0%, 5%, ?
`COc1ccc(NC(=O)c2ccccc2NC(=O)c2ccco2)c(OC)c1` across the screens: -18%, -4%, -0.3, -25%, -6%, 4%, 1%, 10%, -2%
